Vif-APOBEC3G blk = qHTS for Inhibitors of Vif-A3G Interactions: qHTS | Potency, µM (doses to about 46.1 µM), for the others: top-dose activity, negative = active, most hits filed as inhibitors | HeLa A3G-eYFP + Vif (tagged APOBEC3G with the HIV-1 protein that degrades it), YFP fluorescence, overnight | DNA dC->dU-editing enzyme APOBEC-3G (Homo sapiens), Q9HC16 | actives 0.076% (n = 410,000);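 further: potency means the concentration at half of the fitted maximal effect; on the % scale 0 is the no-effect control and ±100 the full control effect; nearly all actives have a fitted effect of over 60% in size; hits raise eYFP signal because A3G escapes Vif-driven loss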
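HeLa cells stably expressing Vif and C-terminally eYFP-tagged A3G, seeded overnight at 37 deg C, then exposed to compound by pintool overnight at 37 deg C. Rise in yellow fluorescence (Ex 488/Em 500-530, Acumen) marks blocked Vif-driven A3G degradation.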
mIDH1 inhibitor = qHTS for Inhibitors of mutant isocitrate dehydrogenase 1 (IDH1): qHTS | Isocitrate dehydrogenase [NADP] cytoplasmic (Homo sapiens), O75874 | IDH1-R132H enzyme, NADPH consumption, diaphorase/resazurin fluorescence | Potency, µM (titrated, usually from 76.6 µM), for the others: at the top dose activity change, negative = inhibition, hits mostly inhibitors | actives 0.093% (n = 390,000) | AID 602179, 2012; further: potency means the concentration at half of the fitted maximal effect; on the % scale 0 is the no-effect control and ±100 the full control effect; nearly all actives have a fitted effect of over 65% in size
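IDH1-R132H (0.5 ug/mL dispensed) in pH 7.5 Tris buffer was preincubated 30 min with compound, then given a substrate mix of 0.016 mM NADPH and 2 mM alpha-KG for 80 min at room temperature; remaining NADPH was read by diaphorase/resazurin fluorescence.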
Vif-A3F inh = qHTS for Inhibitors of Vif-A3F Interactions: qHTS. HeLa A3F-eYFP + Vif (tagged APOBEC3F with the HIV-1 protein that degrades it), YFP fluorescence increase. Potency, µM (titrated, usually from 46.1 µM), for the others: at the top dose activity, negative = active. actives 0.2% (n = 390,000); further: potency means the concentration at half of the fitted maximal effect; % of control where 0% means no effect; nearly all actives have a fitted effect of over 65% in size
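HeLa cells stably expressing A3F-eYFP plus Vif, plated and incubated overnight at 37 deg C, then exposed to compounds overnight at 37 deg C. Blocked degradation read as raised yellow fluorescence (Ex 488/Em 500-530).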
rTrxR1 inhibitor = qHTS Assay for Inhibitors of Mammalian Selenoprotein Thioredoxin Reductase 1 (TrxR1): qHTS; actives 1% (n = 390,000); Potency, µM (highest dose often 114 µM), inactives show at the highest dose activity change, negative = inhibition, most hits filed as inhibitors; Thioredoxin reductase 1, cytoplasmic (Rattus norvegicus), O89049; AID 588453, 2011; recombinant rTrxR1, NADPH fluorescence consumption, selenite substrate; further: potency means the concentration at half of the fitted maximal effect; on the % scale 0 is the no-effect control and ±100 the full control effect; nearly all actives have a fitted effect of over 65% in size
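Rat TrxR1 (90 nM in the dispensed reagent) was pre-reduced with 400 uM NADPH for 5 min at room temperature, then incubated with compound for 15 min. After 400 uM selenite was added, NADPH fluorescence (Ex 340/Em 450 nm) was followed for 8 min.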
LDHA block = qHTS assay for inhibitors of human lactate dehydrogenase; L-lactate dehydrogenase A chain (Homo sapiens), P00338; purified LDHA, NADH/diaphorase-resazurin fluorescence; stronger effect = lower value; activity change, % (values are at about 110 or 230 µM); actives 0.15% (n = 480,000); AID 1347041, 2019; in the data active means activity change below about -30%; inconclusive means mostly about -25% to -30%;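 further: plate controls were DMSO wells for no effect and wells without enzyme for full effect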
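Human LDH5 (2 nM) was incubated with 0.06 mM NADH and 0.2 mM pyruvate for 5 min at room temperature in Tris pH 7.4. Remaining NADH was coupled through diaphorase/resazurin, and resorufin fluorescence was read at 0 and 20 min.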
RGS4 inhibitor = Inhibitors of Regulator of G Protein Signaling (RGS) 4: qHTS | actives 0.039% (n = 390,000) | Transcreener GDP fluorescence polarization, RGS4-accelerated GTP hydrolysis | Regulator of G-protein signaling 4 (Homo sapiens), P49798 | Potency, µM (series often up to 114 µM), for inactives: top-dose activity change, negative = inhibition, usual class: inhibitors; further: potency means the concentration at half of the fitted maximal effect; on the % scale 0 is the no-effect control and ±100 the full control effect; nearly all actives have a fitted effect of over 75% in size; some results filed as inactive show a strong effect at the top dose
Target sequence (P49798 whole entry, looked up): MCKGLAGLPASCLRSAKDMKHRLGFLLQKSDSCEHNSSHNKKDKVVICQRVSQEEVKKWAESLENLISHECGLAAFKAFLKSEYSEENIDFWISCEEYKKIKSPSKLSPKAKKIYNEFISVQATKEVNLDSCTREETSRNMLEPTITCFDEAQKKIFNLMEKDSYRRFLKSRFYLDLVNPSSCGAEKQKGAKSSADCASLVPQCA
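MLSMR compounds (23 nl, pin-transferred) preincubated 10 min at room temperature with a 500nM (2x) first reagent, then RGS4 at 900nM (2x) plus Transcreener GDP mix added; fluorescence polarization (620/688 nm) read before and after 90 min at 30 °C.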
TrxR1 substrate = qHTS Assay for Substrates of Mammalian Selenoprotein Thioredoxin Reductase 1 (TrxR1): qHTS; Thioredoxin reductase 1, cytoplasmic (Rattus norvegicus), O89049; purified TrxR1 substrate turnover, NADPH consumption readout; Potency, µM (series often up to 114 µM), for the others: at the highest dose activity change, negative = substrate turnover; actives 0.01% (n = 390,000); AID 588456, 2011; further: potency means the concentration at half of the fitted maximal effect; on the % scale 0 is the no-effect control and ±100 the full control effect; nearly all actives have a fitted effect of over 50% in size
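Rat TrxR1, dispensed at 90 nM, was prereduced with 400 uM NADPH (final) for 5 min at ~22 deg C, then incubated with compound 15 min before 400 uM selenite. A first-read NADPH fluorescence drop versus no-compound background flagged substrates.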
GRP78 ERSR act = qHTS for Inducers of the Endoplasmic Reticulum Stress Response (ERSR) in Human Glioma: qHTS; actives 0.02% (n = 420,000); U87-MG GRP78 promoter luciferase reporter, 16 h; Potency, µM, without a hit: at the highest dose activation, actives largely listed as activators; further: potency means the concentration at half of the fitted maximal effect; series mostly up to about 76 µM; % of control where 0% means no effect; nearly all actives have a fitted effect of over 35% in size
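Stably transfected U87-MG human glioma cells carrying a GRP78-based luminescent sensor were seeded at 1000 cells/well, pin-dosed with compounds and incubated 16 h. Luciferase reagent was then added, and end-point luminescence was read after 10 min at room temperature.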
USP1 inh = Inhibitors of USP1/UAF1: Primary Screen; AID 743255, 2014; recombinant USP1/UAF1, Ub-Rhodamine cleavage fluorescence; Ubiquitin carboxyl-terminal hydrolase 1 (Homo sapiens), O94782; Potency, µM (titrated, usually from 57.1 µM), for inactives: at the highest dose activity change, negative = inhibition, actives largely listed as inhibitors; actives 0.23% (n = 390,000); further: potency means the concentration at half of the fitted maximal effect; on the % scale 0 is the no-effect control and ±100 the full control effect; nearly all actives have a fitted effect of over 60% in size; inactives centre near -12
Target sequence (O94782 whole entry, looked up): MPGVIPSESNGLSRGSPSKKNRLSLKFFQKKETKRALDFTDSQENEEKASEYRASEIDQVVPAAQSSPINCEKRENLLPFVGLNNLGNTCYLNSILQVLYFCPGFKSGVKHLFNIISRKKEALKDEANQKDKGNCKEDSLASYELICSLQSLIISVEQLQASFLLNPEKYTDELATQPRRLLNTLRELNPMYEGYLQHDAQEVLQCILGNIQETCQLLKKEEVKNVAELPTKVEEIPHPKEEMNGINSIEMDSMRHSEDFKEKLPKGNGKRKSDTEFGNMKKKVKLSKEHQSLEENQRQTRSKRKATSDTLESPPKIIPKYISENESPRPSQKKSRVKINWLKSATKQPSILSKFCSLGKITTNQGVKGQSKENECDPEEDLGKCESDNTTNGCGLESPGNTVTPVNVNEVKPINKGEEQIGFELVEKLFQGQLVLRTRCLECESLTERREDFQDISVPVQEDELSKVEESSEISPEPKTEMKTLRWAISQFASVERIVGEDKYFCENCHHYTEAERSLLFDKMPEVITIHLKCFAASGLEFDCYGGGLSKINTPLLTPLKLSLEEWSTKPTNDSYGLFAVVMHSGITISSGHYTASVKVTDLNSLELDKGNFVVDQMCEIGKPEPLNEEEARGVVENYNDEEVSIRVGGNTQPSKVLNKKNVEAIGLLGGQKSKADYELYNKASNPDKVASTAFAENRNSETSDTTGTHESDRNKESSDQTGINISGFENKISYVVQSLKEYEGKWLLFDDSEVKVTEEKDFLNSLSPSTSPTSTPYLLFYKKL
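USP1/UAF1 complex at 1 nM was preincubated with compound for 15 min at room temperature, then Ub-Rho substrate (150nM final) was added. Fluorescence (480/540 nm) was read kinetically, 6 reads every 60 seconds.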
Starred values were filed as active, the others as inactive; ? = inconclusive; & = joins results of further samples; [ ] = another dose, or the depositor's remark. Unless noted, the call rests on the fitted dose curve; in most records, active means well fitted curve in the direction sought with a large enough effect; inconclusive means small, poorly fitted or top-dose-only effect, or another doubt; inactive means no such curve, though single readings can be large; an effect the other way counts as inactive or inconclusive.

1	CC1CCCCC1NC(=S)Nc1ccc(Cl)cc1Cl (stereo unspecified)
2	Cc1ccc(N(CC(=O)NC(C)c2ccccc2)S(=O)(=O)c2cccs2)cc1 (stereo unspecified)
3	Cc1ccc2[nH]c(=O)c(CN(Cc3ccco3)C(=O)c3ccncc3)cc2c1
4	Cc1cccc(-c2c3c(=O)n(C)c(=O)n(C)c3cn2C2CCCCC2)c1
5	O=C(O)CCN1C(=O)/C(=C\c2cccc(OCC(=O)Nc3ccc(Cl)cc3)c2)SC1=S
6	Cc1ccc(NC(=O)CSCC(=O)NCCc2ccccn2)c(C)c1
7	COc1nc(Oc2ccc(=O)n(-c3ccccc3)n2)nc(N(C)C)n1
8	O=C(NCc1ccccc1)c1cccc(NC(=O)N2CCSc3ncccc32)c1

Assay by compound	1	2	3	4	5	6	7	8
Vif-APOBEC3G blk	0%	0%	?	-1%	-1%	1%	-2%	0%
mIDH1 inhibitor	13%	9%	8%	1%	-17%	14%	28%	2%
Vif-A3F inh	-13%	0%	-14%	-9%	-1%	-2%	-1%	-2%
rTrxR1 inhibitor	25%[57.1 µM]	17%	?	22%	4%	19%[57.1 µM]	7%	30%
LDHA block	1	-6	-4	-4	-23	-4	-4	-14
RGS4 inhibitor	0%	11%	-28%	2%	14%[11.4 µM]	19%	9%	17%
TrxR1 substrate	-8%[57.1 µM]	0%	0%	5%	-7%	10%[57.1 µM]	3%	15%
GRP78 ERSR act	8%	-1%	-2%	-1%	0%	-4%	-2%	-1%
USP1 inh	-6%	5%	1%	-3%	-1%	-13%	-23%	-8%

9	CCN(C#N)c1nc(NC(C)C)nc(NC(C)C)n1
10	COc1ccc(OC)c(C(c2c(C)[nH][nH]c2=O)c2c(C)[nH][nH]c2=O)c1
11	CCCN(CC(=O)Nc1ccccc1OC)C(=O)CNC(=O)c1ccc(C)s1
12	CCOc1ccccc1CN1CCC(CO)(CCOc2ccccc2)CC1
13	CCOC(=O)Cn1c(=O)c2c(nc(Br)n2Cc2ccc(Cl)cc2)n(C)c1=O
14	O=C(COc1ccc(Cl)cc1)NCC(=O)N/N=C/c1cccs1
15	CCCCC(=O)N/N=C/c1sccc1C
16	O=C(Nc1ccccc1)C1=C[C@@H](c2ccc(C(F)(F)F)cc2)C[C@@H](OCCCCO)O1

Assay by compound	9	10	11	12	13	14	15	16
Vif-APOBEC3G blk	1%	0%	2%	9%	-1%	0%	1%	-4%
mIDH1 inhibitor	2%	3%	14%	-1%	6%	-7%	4%	0%
Vif-A3F inh	-8%	19%	9%	7%	3%	-3%	-2%	-14%
rTrxR1 inhibitor	17%	-12%	4%	19%[57.1 µM]	1%	-2%	13%[57.1 µM]	-4%[57.1 µM]
LDHA block	-9	16	-5	-6	0	-8	-4	2
RGS4 inhibitor	27%	?	4%	-27%	-2%	-2%	-6%	-26%
TrxR1 substrate	6%	-3%	-1%	17%	-3%	-6%	8%[57.1 µM]	-12%[57.1 µM]
GRP78 ERSR act	0%	-8%	-5%	-7%	0%	-2%	3%	12%
USP1 inh	-10%	-15%	-13%	-10%	-14%	5%	-4%	-17%

Only LDHA block, for four of the compounds above:
no.	SMILES	LDHA block
10	COc1ccc(OC)c(C(c2c(C)[nH][nH]c2=O)c2c(C)[nH][nH]c2=O)c1	16
11	CCCN(CC(=O)Nc1ccccc1OC)C(=O)CNC(=O)c1ccc(C)s1	-5
12	CCOc1ccccc1CN1CCC(CO)(CCOc2ccccc2)CC1	-6
13	CCOC(=O)Cn1c(=O)c2c(nc(Br)n2Cc2ccc(Cl)cc2)n(C)c1=O	0

Additional entries follow:
17	CCC(CC)C(=O)N1CC(=O)Nc2ccc(F)cc2C1c1ccccc1 (stereo unspecified)
18	CN(CC(=O)Nc1ccc(F)c(F)c1F)C(=O)CCCSc1nc2ccccc2[nH]1
19	CC(C)CC(COCc1ccc(C(F)(F)F)cc1)N1CCN(C(=O)c2ccc(C(F)(F)F)cc2)CCC1=O (stereo unspecified)
20	CCOC(=O)C1CCCN(C(=O)c2cc3ccc(OC)cc3[nH]2)C1 (stereo unspecified)
21	O=C(O)c1cccc(Nc2c([N+](=O)[O-])c(=O)oc3ccccc23)c1
22	CCn1cc(/C=C/c2cc[n+](C)cc2)c2ccccc21
23	CC(C)Oc1ccc(C(=O)Nc2nnc(SCC(=O)N3CCOCC3)s2)cc1
24	O=C(N=C1SC2CS(=O)(=O)CC2N1Cc1ccccc1Cl)C1CCCO1 (stereo unspecified)

Assay by compound	17	18	19	20	21	22	23	24
Vif-APOBEC3G blk	-1%	-4%	-1%	4%	0%	2.5µM*	-5%	3%
mIDH1 inhibitor	4%	2%	4%	-8%	-6%	1%	0%	6%
Vif-A3F inh	8%	12%	5%	-3%	7%	-521%	-9%	10%
rTrxR1 inhibitor	11%	8%	-5%	13%[57.1 µM]	12%[57.1 µM]	-8%	-12%	?
LDHA block	-5	-3	3	-10	0	4	-4	-7
RGS4 inhibitor	7%	-12%	-16%	0%	-27%[56.9 µM]	?	-4%	46%
TrxR1 substrate	-1%	-2%	-9%	9%[57.1 µM]	2%[57.1 µM]	-10%	-7%	-11%
GRP78 ERSR act	-3%	0%	-2%	3%	0%	-4%	-11%	-5%
USP1 inh	-10%	-5%	-29%	-15%	-12%	?	-18%	5%

25	S=C(NCc1cccnc1)Nc1ccc(Oc2ccccc2)cc1
26	COc1ccc(OC)c(C(C(=O)NC2CCCCC2)N(C(=O)c2snc(C(N)=O)c2N)c2ccccc2OC)c1 (stereo unspecified)
27	Cc1ccc(NC(=O)C2CCCN(c3cnccn3)C2)c(C)c1 (stereo unspecified)
28	COc1ccccc1CN(C)C(=O)C1COc2ccccc2O1 (stereo unspecified)
29	Cc1ccc(OCC(=O)N2CCN(C(=O)c3ccco3)CC2)cc1
30	CC(OC(=O)CN1C(=O)NC2(CCCC2)C1=O)c1ccc(F)cc1 (stereo unspecified)
31	CC1(c2ccccc2)NC(=O)N(CC(=O)NNC(=O)c2ccccc2)C1=O (stereo unspecified)
32	O=C(Nc1ccccc1F)c1oc2ccccc2c1NC(=O)C12CC3CC(CC(C3)C1)C2

Assay by compound	25	26	27	28	29	30	31	32
Vif-APOBEC3G blk	1%	3%	2%&3%	0%	-4%	-1%	3%	-3%
mIDH1 inhibitor	10%	-9%	-7%&20%	3%	3%	1%	-2%	-2%
Vif-A3F inh	6%	-5%	0%&0%	-11%	1%	2%	2%	6%
rTrxR1 inhibitor	4%	24%	22%&9%	0%[57.1 µM]	10%[57.1 µM]	2%	7%	0%
LDHA block	-3	-13	-5&-5	5	-2	-4	-10	-1
RGS4 inhibitor	-17%	21%	-3%&11%	13%	-12%	13%	27%	-4%
TrxR1 substrate	10%	21%	8%&1%	3%[57.1 µM]	8%[57.1 µM]	-3%	-1%	0%
GRP78 ERSR act	-3%	-4%	-4%&-3%	-1%	-2%	-1%	3%	-1%
USP1 inh	?	-11%	-14%&-24%	0%	2%	0%	-9%	-26%

33	O=C(Nc1ccc(N2CCOCC2)cc1)c1cc(-c2ccncc2)nc2ccccc12
34	Cc1ccccc1Cn1cc(S(=O)(=O)c2ccc(Cl)cc2)c(=O)c2cc3c(cc21)OCO3
35	CCC(C)n1c(SC(C)C#N)nc2ccccc2c1=O (stereo unspecified)
36	Cc1ccc(NS(=O)(=O)c2ccc(NC(=O)c3ccc(Br)o3)cc2)c(C)c1

Assay by compound	33	34	35	36
Vif-APOBEC3G blk	5%	2%	-1%&-1%	-6%
mIDH1 inhibitor	1%	7%	3%	-2%
Vif-A3F inh	-4%	1%	-1%	5%
rTrxR1 inhibitor	23%[57.1 µM]	21%	16%&-6%	22%[57.1 µM]
LDHA block	3	3	-3&-5	0
RGS4 inhibitor	-27%[56.9 µM]	-2%	-12%	8%[11.4 µM]
TrxR1 substrate	-6%[57.1 µM]	4%	-3%	3%[57.1 µM]
GRP78 ERSR act	-3%	-3%	-1%&-2%	-6%
USP1 inh	-15%	-17%	-16%	-14%

Not all compounds are listed. The share of hits here may be higher or lower than overall.
